Screens: PubChem, National Center for Advancing Translational Sciences (NCATS)
JMJD2A Tudor = inhibitors of human JMJD2A Tudor domain; O75164; AlphaScreen JMJD2A-Tudor / H3K4me3 peptide binding; Potency, µM (highest dose often 114 µM), inactives show at the top dose activity change, negative = inhibition, hits mostly inhibitors; 390,000 tested, 4.4% active; note: % is set by controls: 0 for no effect and ±100 for the full control effect; nearly all actives have a fitted effect of over 50% in size
APE1 inh = blocks human APE1 abasic DNA cleavage; AID 2517; 350,000 tested, 0.35% active; Potency, µM (doses to about 65.8 µM), for the others: at the top dose activity change, negative = inhibition, hits mostly inhibitors; recombinant APE1, TAMRA/BHQ-2 abasic DNA cleavage fluorescence; P27695;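 note: plate controls were vehicle for no effect and reference inhibitor for full effect; nearly all actives have a fitted effect of over 55% in size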
Target sequence (P27695 whole entry, looked up): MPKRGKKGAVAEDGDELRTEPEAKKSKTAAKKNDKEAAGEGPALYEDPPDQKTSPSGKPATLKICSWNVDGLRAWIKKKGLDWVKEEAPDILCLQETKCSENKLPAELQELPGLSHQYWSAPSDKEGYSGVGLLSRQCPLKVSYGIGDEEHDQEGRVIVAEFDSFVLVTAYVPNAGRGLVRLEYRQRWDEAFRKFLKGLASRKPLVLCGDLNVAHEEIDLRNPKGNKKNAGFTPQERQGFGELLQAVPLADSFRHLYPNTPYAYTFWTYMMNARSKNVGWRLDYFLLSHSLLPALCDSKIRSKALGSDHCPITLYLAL
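Substrate: short duplex with […] THF abasic site, 5'-TAMRA and 3'-BHQ-2, 50 nM final. APE1 at 0.75 nM, preincubated 15 min RT with compound. Fluorescence increase from first to third read measured activity.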
BAZ2B block = BAZ2B (human) inhibition; AlphaScreen BAZ2B-H3K14Ac peptide displacement; 360,000 tested, 4.4% active; Potency, µM (highest dose often 114 µM), for the others: top-dose activity change, negative = inhibition, hits mostly inhibitors; Q9UIF8; note: % is set by controls: 0 for no effect and ±100 for the full control effect; nearly all actives have a fitted effect of over 60% in size
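Compounds, titrated to a top concentration of 110 uM, were incubated 30 min at room temperature with preformed BAZ2B/acetyl-K14 H3 peptide complex (50 nM each). Proximity signal was measured by AlphaScreen after 20 min with beads.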
POLH inh = DNA polymerase eta (human) inhibition; recombinant Pol eta, fluorescent DNA replication assay; AID 588591; Potency, µM (highest dose often 114 µM), for the others: at the top dose activity change, negative = inhibition, hits mostly inhibitors; 390,000 tested, 1.2% active; Q9Y253; note: % is set by controls: 0 for no effect and ±100 for the full control effect
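Pol eta (10 nM) was preincubated with compounds for 15 min at room temperature, after which fluorescent replication substrate (50 nM final) was added to start the reaction. Fluorescence was read kinetically at 0 and 10 min.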
POLI inh = blocks human DNA polymerase iota activity. Q9UNA4. Potency, µM (highest dose often 115 µM), inactives show at the top dose activity, negative = inhibition, most hits filed as inhibitors. 390,000 tested, 1% active. AID 588590. Pol iota fluorescent replication assay, 10 min
Target sequence (Q9UNA4 whole entry, looked up): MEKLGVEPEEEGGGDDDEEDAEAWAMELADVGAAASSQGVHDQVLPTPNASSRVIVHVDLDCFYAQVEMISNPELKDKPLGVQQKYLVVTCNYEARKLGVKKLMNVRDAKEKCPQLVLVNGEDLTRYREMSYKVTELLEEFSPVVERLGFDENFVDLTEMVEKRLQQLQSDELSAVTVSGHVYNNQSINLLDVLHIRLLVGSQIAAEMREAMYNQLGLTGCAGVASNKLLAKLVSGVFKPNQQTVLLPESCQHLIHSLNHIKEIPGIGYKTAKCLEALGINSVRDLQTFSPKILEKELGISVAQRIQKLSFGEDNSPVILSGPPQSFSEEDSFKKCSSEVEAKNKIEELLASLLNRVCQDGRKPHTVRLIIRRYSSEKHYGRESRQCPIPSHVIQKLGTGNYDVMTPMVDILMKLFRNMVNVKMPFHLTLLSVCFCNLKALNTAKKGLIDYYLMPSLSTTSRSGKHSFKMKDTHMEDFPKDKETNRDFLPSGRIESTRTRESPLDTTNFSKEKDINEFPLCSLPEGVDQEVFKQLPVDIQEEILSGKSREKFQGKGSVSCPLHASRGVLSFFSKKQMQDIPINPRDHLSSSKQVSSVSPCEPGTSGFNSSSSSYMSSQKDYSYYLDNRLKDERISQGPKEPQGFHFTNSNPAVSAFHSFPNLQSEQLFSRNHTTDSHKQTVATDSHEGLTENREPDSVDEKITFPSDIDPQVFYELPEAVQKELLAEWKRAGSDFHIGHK
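Pol iota at 10 nM preincubated 15 min with compounds at room temperature; reaction started with fluorescent substrate, 50 nM final. Fluorescence read kinetically at 0 and 10 min; buffer-only wells as negative control.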
POLK inh = blocks human DNA polymerase kappa activity | Potency, µM (highest dose often 107 µM), inactives show top-dose activity, negative = inhibition, actives largely listed as inhibitors | 400,000 tested, 0.53% active | AID 588579 | purified Pol kappa, fluorescent DNA synthesis assay, 10 min; note: % is set by controls: 0 for no effect and ±100 for the full control effect
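First, compounds were pin-transferred onto 10 nM Pol kappa. After 15 min at room temperature, substrate was added to 50 nM final. Fluorescence was then measured kinetically at 0 and 10 min.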
POLB inh = blocks human DNA polymerase beta activity | P06746 | Pol beta primer extension/strand displacement, fluorescence kinetic | Potency, µM (highest dose often 114 µM), for inactives: at the top dose activity change, negative = inhibition, usual class: inhibitors | 340,000 tested, 1.3% active; note: % is set by controls: 0 for no effect and ±100 for the full control effect
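10 nM enzyme + cpd, 15 min RT; start with substrate 50 nM final; read 0 min and after 10 min RT. Corrected, normalized data; 4-parameter Hill curve fit.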
BLM helicase inh = blocks DNA unwinding by human BLM helicase | P54132 | recombinant BLM DNA unwinding, fluorescence dequenching | Potency, µM (top dose mostly 56.1 µM), inactives show at the top dose activity change, negative = inhibition, actives largely listed as inhibitors | 350,000 tested, 0.2% active;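 note: plate controls were vehicle for no effect and no enzyme for full effect; nearly all actives have a fitted effect of over 35% in size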
G9a inh = G9a (human) methyltransferase inhibition | Q96KQ7 | G9a H3K9 monomethylation, AlphaScreen, 2 h | Potency, µM (doses to about 102 µM), for inactives: top-dose activity, negative = inhibition, hits mostly inhibitors | 350,000 tested, 8.8% active | AID 504332; note: % is set by controls: 0 for no effect and ±100 for the full control effect; nearly all actives have a fitted effect of over 75% in size
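AlphaScreen detection with an anti-monomethyl H3K9 antibody quantified product after a 2 h room-temperature reaction containing 500 nM biotinylated H3K9 peptide, 20 µM SAM and 20 nM enzyme, which had been preincubated 15 min with compound.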
* hit, by the source's call; ? = inconclusive; / = not tested or not shown; & = joins results of further samples; [ ] = dose if it differs, or a comment. Calls come from the whole dose curve; as a rule, active = well fitted curve in the direction sought with a large enough effect; inconclusive = small, poorly fitted or top-dose-only effect, or another doubt; inactive = no such curve, though single readings can be large; an effect the other way counts as inactive or inconclusive. Potency is the fitted concentration of half-maximal effect. Only part of the results is shown. The share of hits here may be higher or lower than overall.

SMILES	JMJD2A Tudor	APE1 inh	BAZ2B block	POLH inh	POLI inh	POLK inh	POLB inh	BLM helicase inh	G9a inh
O=S(=O)(Nc1ccc(S(=O)(=O)Nc2nccs2)cc1)c1ccc(Br)cc1	-23.4%	5.3%	?	-0.4%	9.5%	-5.4%	-1.6%	-1.0%	/
COC(=O)/C(=C/Nc1ccccc1)[N+](=O)[O-]	-11.9%	?	4.5%	-1.9%	6.7%	-3.7%	0.3%	0.6%	-2.3%[2.33 µM]
Cc1ccc2c(c1)c1c3n2CCN(C(=O)c2cccc(C(F)(F)F)c2)C3CCC1 (stereo not given)	?	/	28.2µM*	-19.6%	12.8%	-21.2%	2.5%	-5.8%	7.94µM*
O=C(CCCOc1ccccc1)NCCc1ccccc1	-6.2%	8.0%	2.5%	-10.1%	83.4%[activator]	1.6%	15.0%	-1.3%	4.1%
CCOc1ccc2oc(C(=O)OC(C(=O)NC(N)=O)C(C)C)c(C)c2c1 (stereo not given)	-7.4%	-8.7%	-2.6%	-16.7%	?	-26.0%	?	-8.8%	-3.1%[59 µM]
CCCC(=O)Nc1ccc(NC(=O)c2ccco2)c(OC)c1	-10.3%	-1.4%	-4.4%	-5.0%	46.5%[activator]	10.5%	3.9%	0.7%	14.9%[59 µM]
COc1ccc(N2CC(C(=O)N3CCC4(CC3)CC(=O)c3ccccc3O4)CC2=O)cc1 (stereo not given)	3.4%	15.1%	-4.0%	-16.3%	1.9%	-7.0%	/	/	8.9%[0.501 µM]
Cc1ccc(S(=O)(=O)NCCn2cnc([N+](=O)[O-])n2)cc1	-15.1%	77.6%[activator]	-10.7%	-0.2%	48.2%[activator]	-2.3%	0.9%	-2.7%	?
CCOc1ccc(CCNC(=O)c2nnn(CC(=O)Nc3ccccc3C)c2N)cc1OCC	-35.3%	74.6%[activator]	-23.4%	-9.8%	21.9%	5.2%	-12.2%	-6.5%	58.7%[activator]
Cc1ccc(NC(=O)C(=O)NNC(=O)c2ccccc2C)cc1Cl	-12.3%	-3.0%	-3.6%	-11.9%	55.1%[activator]	2.1%	30.4%[activator]	-3.9%	33.8%[0.501 µM]
CCc1ccc(NC(=O)CCn2c(=O)c3cccn3c3ccccc32)cc1	-12.0%&-20.1%	48.1%	-25.5%&-11.9%	-6.6%&-18.7%	-5.2%&17.4%	-8.0%&-1.9%	-7.2%&0.2%	-0.5%&-11.0%	11.2%
Cc1ccc(S(=O)(=O)N2CCOCC2)cc1C(=O)OCC(=O)NC1CCS(=O)(=O)C1 (stereo not given)	-19.5%	6.4%	-4.5%	-3.1%	11.3%	-16.3%	61.2%	1.0%	25.6%[59 µM]
C=CCOc1ccccc1CN1CCC(Oc2cc(C(=O)NC3CC3)ccc2OC)CC1	-14.6%	46.5%[activator]	-21.7%	-11.6%	19.9%	-17.3%	8.5%	-2.5%	7.1%
N#CC(C(=O)c1ccco1)c1ccccn1 (stereo not given)	-24.4%	-3.6%	4.2%	-5.5%	2.5%	-9.3%	10.1%	-0.7%	35.5µM*
CCOc1ccc(NC(=O)N2CCC(c3nc4ccccc4[nH]3)CC2)cc1	-22.9%	10.4%	-3.8%	-8.0%	13.0%	-16.7%	?	-1.2%	?
COc1cc(/C=N/NC(=O)c2ccc(Cl)c(S(N)(=O)=O)c2)ccc1OCC(N)=O	-35.5%	-1.7%	-16.2%	?	?	?	?	-11.6%	?
CCN(CC(=O)NCc1ccc(Cl)cc1)C(=O)c1ccc(S(=O)(=O)NCc2ccco2)cc1	-22.2%	2.5%	-26.8%	-5.8%	21.8%	-1.5%	0.1%	0.3%	/
CC(O)C1CCC2C3CC[C@H]4CC(O)CCC4(C)C3CC3(OCCO3)C12C (stereo not given in full)	-6.4%	-3.8%	-16.5%	-4.5%	8.6%	-6.9%	2.0%	-6.5%	12.2%[59 µM]
O=C(/C=C/c1ccc(OCCCF)cc1)NCc1ccc(Cl)cc1	-19.3%	-4.3%	2.9%	-8.8%	?	-13.2%	22.0%	-11.3%	4.0%[59 µM]
O=C(NC(=S)NC1CCCc2ccccc21)c1ccco1 (stereo not given)	-6.2%	-4.2%	-30.9%	-15.8%	-14.7%	-11.1%	0.4%	-11.2%	-34.9%
COc1ccc(N2CCN(S(=O)(=O)CCNC(=O)CCCc3ccccc3)CC2)cc1	-3.6%	10.6%	-7.8%	-18.6%	8.1%	2.8%	/	/	?
Cc1cnccc1CN(C)Cc1cn(C)nc1-c1cccc(Cl)c1	-5.5%	0.1%	-15.3%	-20.3%	84.6%[activator]	0.5%	-25.9%	-3.6%	-25.6%
CC(C)CNC(=O)CCc1c[nH]c2ccccc12	-13.9%	-1.2%	11.9%	-1.7%	-4.7%	-1.7%	7.5%	-14.5%	?
COc1ccc(Cl)cc1NC(=O)CN(C)CC(=O)Nc1ccccc1-c1ccccc1	-11.9%	?	-7.6%	-27.8%	121.8%[activator]	-4.4%	-1.8%	-11.1%	17.4%
O=C(Oc1cccc2c(O)cccc12)c1ccccc1	-26.9%	-1.6%	-33.2%	-26.6%	3.1%	-13.3%	0.4%	-12.1%	?
CN(C)c1cccc(C(=O)NCc2ccccc2Cl)c1	?	-1.7%	50.1µM*	0.4%	-2.0%	-10.4%	2.2%	-1.9%	-47.2%
CC1CCCCC1NC(=O)C1CCN(S(=O)(=O)c2cccc3nsnc23)CC1 (stereo not given)	-8.1%	-4.5%	-2.3%	-2.1%	21.8%	-5.9%	17.8%	-1.0%	3.4%[59 µM]
O=C(O)CSc1nnc2n(-c3ccccc3)c(=O)c3ccccc3n12	1.4%	-7.0%	-6.9%	14.3%	17.1%	-1.2%	41.7%	-2.6%	7.2%
CCOc1ccccc1C(=O)OC(C)C(=O)Nc1ccc(S(=O)(=O)N2CCCC2)cc1 (stereo not given)	-16.9%	-18.2%	8.2%	-6.2%	-18.3%	?	/	/	18.2%[12.7 µM]
O=C(c1ccncc1)N1N=C2CCCCCC2C1(O)C(F)(F)F (stereo not given)	-12.7%	10.5%	-3.3%	0.8%	17.2%	1.5%	3.5%	-5.4%	/

Some entries already given with just JMJD2A Tudor and POLH inh.
SMILES,JMJD2A Tudor,POLH inh
COc1cc(/C=N/NC(=O)c2ccc(Cl)c(S(N)(=O)=O)c2)ccc1OCC(N)=O,-35.5%,?
CCN(CC(=O)NCc1ccc(Cl)cc1)C(=O)c1ccc(S(=O)(=O)NCc2ccco2)cc1,-22.2%,-5.8%
CC(O)C1CCC2C3CC[C@H]4CC(O)CCC4(C)C3CC3(OCCO3)C12C (stereo not given in full),-6.4%,-4.5%

(continued)
SMILES	JMJD2A Tudor	APE1 inh	BAZ2B block	POLH inh	POLI inh	POLK inh	POLB inh	BLM helicase inh	G9a inh
NC(=O)c1ccccc1OCC(=O)NS(=O)(=O)c1ccc(Cl)cc1	-14.2%	2.0%	-11.4%	-20.3%	15.0%	-7.2%	-0.7%	-6.1%	-38.8%[59 µM]
COCCN(C(=O)Cc1csc(-c2cccc(Cl)c2)n1)c1c(N)n(Cc2ccccc2)c(=O)[nH]c1=O	-8.1%	/	/	-16.5%	-28.4%	-4.1%	/	/	/
COc1cc(C(=O)NCCOC(=O)c2cccc(N(C)C)c2)cc(OC)c1OC	-30.8%	-12.6%	-35.2%	-15.7%	54.0%[activator]	-3.3%	55.1%	3.1%	15.6%
COc1ncnc2sc3c(c12)CCCC3	5.3%	19.3%	7.4%	-0.5%	8.5%[58.9 µM]	-5.8%	15.2%	0.0%	1.9%[0.501 µM]
CCCCn1c(-c2csc(C(C)C)c2)n[nH]c1=S	79.4µM*	0.5%	-7.7%	-13.6%	83.8%[activator]	-8.6%	32.3%	-2.0%	3.98µM*
COc1cc2c(cc1OC)CN(C(=O)NS(=O)(=O)c1ccc(C)cc1)CC2	-15.4%	2.2%	-2.7%	3.2%	28.9%	-5.4%	36.0%	-3.7%	3.6%[0.501 µM]
CC(=O)Nc1ccc(CN2CCN(Cc3ccc(F)c(F)c3)C(CCO)C2)cc1 (stereo not given)	-28.1%	-9.5%	4.3%	-2.7%	36.3%[activator]	-5.8%	21.7%	-2.1%	/
Nc1nc(-c2cc(Cl)cc(Cl)c2OC(F)F)cs1	-16.1%	-3.9%	-23.1%	-25.4%	54.4%[activator]	-17.0%	8.0%	-8.3%	-46.3%
COc1ccc(CC(=O)Nc2ccccc2C(=O)N2CCCC2)cc1	-20.0%	21.0%	-15.0%	-4.3%	14.0%	0.0%	0.9%	-2.2%	18.0%
N#Cc1ccccc1OCC(=O)N1CCN(C(=O)c2ccco2)CC1	-30.5%	16.6%	-3.7%[57.1 µM]	-17.3%	41.3%	0.7%	5.7%	1.4%	11.9%
Cc1nc2ccccc2n1C1CCN(C(=O)Nc2ccccc2)CC1	4.1%	0.0%	-14.6%	-0.9%	-21.0%	1.2%	5.2%	1.7%	?
CCN(CC)S(=O)(=O)c1ccc(N2CCCCC2)c(NC(=O)C2=COCCO2)c1	-21.4%	6.0%	6.6%	-8.6%	10.9%	-11.0%	/	/	-30.2%
Cn1nc(CC(=O)Nc2cccnc2N2CCOCC2)c2ccccc2c1=O	/	0.2%	10.6%	/	/	/	?	-2.1%	22.6%
COC(=O)/C(=C\C(=O)c1ccccc1)Nc1ccc(OC)cc1	35.5µM*	-3.6%	39.8µM*	-27.0%	57.1%[activator]	0.3%	4.5%	-4.8%	14.1µM*
NC(=O)C1CCN(c2nnnn2-c2ccccc2)CC1	-9.3%	-0.7%	-0.8%	-15.2%	-2.8%	-0.8%	34.2%	-0.6%	3.3%
CCOC(=O)CC1COCCN1Cc1cn(C)nc1-c1ccccc1F (stereo not given)	0.0%	0.0%	-18.5%	-17.8%	82.2%[activator]	-1.7%	-24.4%	-2.2%	?
O=c1[nH]c2ccccc2[n+]([O-])c1-c1ccccc1	-8.1%[57.1 µM]	22.3%	/	-18.6%	107.6%[activator]	-1.7%	6.3%	-0.6%	10.0%
N/C(=N\NS(=O)(=O)c1ccccc1)c1ccccn1	-18.3%	/	/	-12.7%	-21.1%	-7.7%	/	/	/

Another view of 2 compounds above.
Order of results – JMJD2A Tudor | APE1 inh | BAZ2B block | POLH inh | POLI inh | POLK inh | POLB inh | BLM helicase inh | G9a inh
N/C(=N\NS(=O)(=O)c1ccccc1)c1ccccn1
    -18.3% | / | / | -12.7% | -21.1% | -7.7% | / | / | /
CCN(CC)S(=O)(=O)c1ccc(N2CCCCC2)c(NC(=O)C2=COCCO2)c1
    -21.4% | 6.0% | 6.6% | -8.6% | 10.9% | -11.0% | / | / | -30.2%
